Bioassay records deposited in PubChem by several laboratories.
MC4R antagonist: MC4R antagonists of cAMP signaling, primary screen, cell-based, TR-FRET, antagonist arm of biased-ligand search. Melanocortin receptor 4 (Homo sapiens), P32245. MC4R-expressing cells, MTII-stimulated cAMP, LANCE TR-FRET. inhibition, % at 6.5 µM. actives 0.48% (n = 360,000);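 active = inhibition above its plate's cutoff, the mean of tested wells on that plate plus 3 SD, cut at about 29% in these data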;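 also: 0% = Melanotan II alone and 100% = Melanotan II plus saturating MCL0020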
Target sequence (P32245 whole entry, looked up): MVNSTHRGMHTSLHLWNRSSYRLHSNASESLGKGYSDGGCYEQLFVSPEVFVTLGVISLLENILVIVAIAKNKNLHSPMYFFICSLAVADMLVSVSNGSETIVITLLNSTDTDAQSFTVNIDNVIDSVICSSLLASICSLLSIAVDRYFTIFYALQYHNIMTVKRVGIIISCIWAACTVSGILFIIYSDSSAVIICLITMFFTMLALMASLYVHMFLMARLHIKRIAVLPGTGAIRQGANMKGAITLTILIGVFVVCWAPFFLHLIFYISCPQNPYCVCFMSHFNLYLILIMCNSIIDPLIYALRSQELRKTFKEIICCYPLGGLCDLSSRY
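System – human MC4R-expressing U2OS cells · Also added – Melanotan II · Dosing – one concentration, 6.5 µM nominal · Timing – 30-min compound, 1-h challenge, 1-h detection, room temperature · Measured by – Eu-cAMP/anti-cAMP TR-FRET, emission 671 nm · Replicates – singlicate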
H9c2 protect: cardioprotection against H2O2-induced cell death, primary screen, uHTS, H9c2 cells, ATPLite luminescence | H9c2 cardiomyocytes, H2O2 injury protection, 2 h | AID 588492, 2011 | protection from H2O2 cell death, % at 20 µM | actives 0.63% (n = 360,000);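 active = compounds giving at least 50% protection of heart cells from peroxide-induced death in the single-dose screen, raw or plate-pattern-corrected value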;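 also: 0% = DMSO wells with peroxide and 100% = DMSO wells without peroxide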
ABCB6 inh MLPCN: ABCB6 transporter inhibitors, primary screen, K562-ABCB6 cells, flow cytometry, MLPCN library | AID 602162, 2011 | actives 0.19% (n = 360,000) | fluorescence ratio to DMSO, % at 10 µM | K562-ABCB6 porphyrin accumulation, 1 h; active compounds read low;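 active = fluorescence ratio to DMSO below 75%, the collection mean minus 3 SD; inconclusive = too few cells collected in the well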;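 also: signal is porphyrin accumulated inside mitochondria; 100% equals median channel fluorescence of DMSO control wells; lower ratio means ABCB6 inhibition with less porphyrin fluorescence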
HTR2A ag: mouse Htr2a agonists via beta-arrestin recruitment, primary screen, cell-based, luminescence | actives 0.66% (n = 360,000) | activation, % at 7.6 µM | CHO-K1 mHTR2A beta-arrestin complementation; percent of 30 µM serotonin response | AID 624169, 2012 | 5-hydroxytryptamine receptor 2A (Mus musculus), P35363;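 active = activation above a run cutoff, the mean activation of all tested compounds plus 3 SD, cut at about 14% in these data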;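 also: 0% = plate median of compound wells and 100% = 30 µM serotonin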
Target sequence (P35363 whole entry, looked up): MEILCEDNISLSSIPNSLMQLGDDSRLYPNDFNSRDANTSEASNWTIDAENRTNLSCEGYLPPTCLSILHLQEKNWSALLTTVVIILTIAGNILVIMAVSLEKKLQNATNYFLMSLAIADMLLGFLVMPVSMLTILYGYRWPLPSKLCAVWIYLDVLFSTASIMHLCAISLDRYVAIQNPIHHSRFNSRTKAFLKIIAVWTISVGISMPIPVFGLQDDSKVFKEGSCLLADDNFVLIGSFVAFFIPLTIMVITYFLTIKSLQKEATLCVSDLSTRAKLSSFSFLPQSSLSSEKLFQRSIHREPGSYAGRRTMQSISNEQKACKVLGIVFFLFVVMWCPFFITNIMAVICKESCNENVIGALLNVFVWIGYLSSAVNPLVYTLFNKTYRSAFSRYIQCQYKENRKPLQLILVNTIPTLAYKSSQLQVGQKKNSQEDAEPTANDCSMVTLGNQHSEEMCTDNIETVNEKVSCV
ABHD5 PLIN5 PPI: ABHD5-PLIN5 interaction inhibitors, primary screen, cell lysate, split luciferase complementation, luminescence. AID 602281, 2012. Split G. princeps luciferase complementation, 4 h. inhibition, % at 4 µM. actives 0.78% (n = 360,000);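 active = inhibition above the mean inhibition across every tested compound plus 3 SD, cut at about 22% in these data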;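 also: 0% = DMSO only wells and the 100% control is not disclosed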
aDG glyco up: activators of alpha-DG glycosylation, primary screen, uHTS, Pro5-aDG cells, AlphaScreen; alpha-DG glycosylation AlphaScreen (IIH6); 0% Pro5, 100% B10-LARGE cell signal; actives 0.22% (n = 360,000); activation, % at 10 µM;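 active = activation of at least 8% versus controls, or a plate z-score of at least 8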;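 also: Pro5 are CHO cells carrying HIG-tagged alpha-DG that lacks glycosylation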
iPSC survival up: enhancers of single-cell hiPSC survival, primary screen, ATPlite luminescence. actives 0.044% (n = 360,000). survival enhancement, % at 20 µM. AID 602274, 2012. 100% = ROCK inhibitor wells, 0% = DMSO; in the data active = survival enhancement above about 18%;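 also: cells exposed to compounds for 16 hours before the ATP read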
Exocytosis inh: LAMP-1 surface exposure blockers, TALL-104 cells – cell-based, flow cytometry, MLPCN library, primary screen; TALL-104 LAMP-1 surface exposure; cells stimulated with thapsigargin and PMA; inhibition, % at 10 µM; actives 0.66% (n = 360,000);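 active = inhibition above about 55%, limit read from the data; inconclusive = no clear call, values can overlap the other calls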
MC4R ag barr: MC4R agonists recruiting beta-arrestin, primary screen, cell-based, luminescence, agonist arm of biased-ligand search; activation, % at 8.9 µM; actives 0.98% (n = 360,000); Melanocortin receptor 4 (Homo sapiens), P32245; U2OS MC4R beta-arrestin complementation; percent of melanotan II response, DMSO zero;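 active = activation above a per-plate cutoff, the mean activation of sample wells on that plate plus 3 SD, cut at about 8% in these data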
N-glyco inh: increase of ERlucT glycosylation luciferase signal, primary screen, N-linked glycosylation inhibitor project, D54 ERlucT cells, luminescence, set 2; D54 ERlucT glycosylation luciferase reporter, 24 h; percent of 100 nM tunicamycin response; reporter increase, % at 12.5 µM; actives 0.23% (n = 360,000); AID 588692, 2011;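 active = mean luciferase reporter signal, scaled so untreated is 0 and the glycosylation-blocking control 100, at or above a set limit in every replicate; inconclusive = mean reaches the limit but not every replicate does; inactive = mean below the limit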;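 also: luciferase carries N-glycosylation sites so blocking glycosylation raises the light; 0% = median of neutral control wells and 100% = median of 100 nM tunicamycin wells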
Active calls of the source: *; i = inactive; ? = inconclusive.

SMILES	MC4R antagonist	H9c2 protect	ABCB6 inh MLPCN	HTR2A ag	ABHD5 PLIN5 PPI	aDG glyco up	iPSC survival up	Exocytosis inh	MC4R ag barr	N-glyco inh
CCc1cc2c3c(c(=O)oc2cc1OC(C)C(=O)O)CCCC3 (stereo not drawn)	3	16	125	4	-4	-0.1	0.0	1	-0.2	4
COc1ccc(S(=O)(=O)Nc2ccc3oc4ncccc4c(=O)c3c2)cc1OC	2	0	98	1	3	0.1	0.3	13	-2.4	1
CC(=O)N1c2ccc(S(=O)(=O)N3CCC(C(=O)N4CCCC(C)C4)CC3)cc2CC1C (stereo not drawn)	0	-8	97	-3	-2	1.5	0.4	-2	-2.5	0
CCc1nnc(NC(=O)CSc2nnc(CNC(=O)c3cc(OC)c(OC)c(OC)c3)o2)s1	-2	10	97	8	-1	-0.3	-1.7	2	-3.8	3
COc1cc(NC(=O)c2ccco2)c(C(=O)OCC(=O)Nc2ncc(Cl)cc2Cl)cc1OC	1	8	100	4	-1	0.3	2.7	2	18*	1
CCOC(=O)/C(=N\Nc1ccccc1[N+](=O)[O-])c1csc(N)n1	-6	8	96	-2	-4	-0.2	3.0	-1	0.8	-6
O=C(OCc1ccc(C(=O)c2ccccc2)cc1)c1cccc(-c2nnc(-c3ccccc3)o2)c1	13	7	94	3	0	0.2	3.2	0	0.4	-6
Cc1cccnc1NC(=O)C1CCN(S(=O)(=O)c2cccs2)CC1	4	3	91	-3	-7	0.0	1.2	4	-1.2	-1
Cc1nn(C)c(C)c1N1C(=O)c2cccc3c(N)ccc(c23)C1=O	-15	-2	173	2	-2	0.0	-1.7	-3	-2.0	4
COc1ccc(N2CCN(C(=O)CN(Cc3ccccc3)S(C)(=O)=O)CC2)cc1	-2	3	102	0	-2	-0.2	0.1	0	1.1	1
COc1cccc(CN2CCC(n3nccc3NC(=O)CCOc3ccccc3)CC2)c1	3	0	105	-3	-5	0.2	-0.6	-3	-3.6	-5
Cc1cc(C(=O)COC(=O)c2n[nH]c(=O)c3ccccc23)c(C)n1C(C)C	-11	-6	100	3	3	-0.3	-0.4	-1	-0.6	-5
CN(C)c1ccc(C=c2c3cc(O)ccc3n3c2cc(-c2ccccc2)[n+]3C)cc1	-14	-18	i	-12	-7	-0.7	-3.9	26	0.4	19
CN(CC(=O)Nc1ccc(F)cc1)CC(=O)Nc1ccc(Cl)c(S(=O)(=O)N2CCOCC2)c1	14	3	100	-3	6	0.2	0.5	-1	1.0	1
O=C(CCNC(=O)c1ccccc1)NCCc1ccc(Cl)cc1	9	5	95	-3	2	-0.1	0.1	0	-2.1	1
O=C(O)CCCNC(=O)/C=C/c1ccco1	7	-6	98	-1	8	0.2	-2.0	2	-3.6	4
Cn1c(SCC(=O)Nc2ccc(Cl)cn2)nnc1C1CC1	0	2	98	-1	2	-0.3	0.1	-3	-3.8	2
CC(C)CN(CC(C)C)C(=O)CCCC(=O)N(CC(C)C)CC(C)C	5	11	98	3	3	-0.1	0.1	-1	-0.4	0
Cc1nnc(SCc2cccc3ccccc23)s1	3	-7	92	4	6	-0.1	1.8	7	-0.5	-1
O=C(C1CC1)N1N=C2CCCCC2C1(O)C(F)(F)F (stereo not drawn)	5	1	84	6	5	-0.1	0.4	-4	1.1	1
O=C(C1=C[C@@H](C2CC2)C[C@@H](OCCCCO)O1)N1CCOCC1	9	2	100	-5	7	-0.2	-0.8	0	-0.2	4
CC(C)(C)N1CC2(c3ccccc3)CN(C(C)(C)C)CC(c3ccccc3)(C1)C2=O	1	3	96	-7	-6	-0.3	-3.0	6	-0.1	0
CN(CCCNC(=O)c1cccn2c(=O)c3ccccc3nc12)Cc1ccccc1	12	-7	98	-1	3	0.7	-4.0	2	0.6	-4
Cc1ccc(SCCN2CCC(C)CCC2=O)cc1 (stereo not drawn)	2	-2	96	-5	-4	0.3	-2.7	-8	-0.6	-5
COC(=O)c1ccc2c(=O)[nH]c(COC(=O)c3c(-c4ccccc4)noc3C)nc2c1	15	9	94	1	-13	-0.2	0.4	1	-1.1	1
CN(C)CCCNC(=O)/C(=C\c1ccc(-c2ccc(Br)cc2)o1)NC(=O)c1ccccc1	-6	-19	105	-1	24*	-0.5	-2.5	46	2.1	-6
COc1cccc(C(=O)c2c[nH]c(C(=O)NCc3cccnc3)c2)c1	30*	0	102	-6	-2	0.0	-0.2	-2	-1.2	-1
COc1ccc(CN(C)CC(=O)Nc2ccccc2C(=O)NC2CC2)cc1F	-30	3	98	-3	1	-0.1	-0.2	-1	-1.2	2
CCC(C)(C(=O)NC1CCCCC1)N(CC1CCCO1)C(=O)c1ccccn1 (stereo not drawn)	7	0	100	2	-5	-0.1	3.5	0	-1.1	-1
O=C(CSc1ccc2nnc(-c3cccnc3)n2n1)NCc1ccc2c(c1)OCO2	7	-6	99	1	-6	0.1	-0.8	2	0.0	1

Record cards, from the list above. Values in the order: MC4R antagonist	H9c2 protect	ABCB6 inh MLPCN	HTR2A ag	ABHD5 PLIN5 PPI	aDG glyco up	iPSC survival up	Exocytosis inh	MC4R ag barr	N-glyco inh
Cc1nnc(SCc2cccc3ccccc23)s1 reads 3	-7	92	4	6	-0.1	1.8	7	-0.5	-1
Cn1c(SCC(=O)Nc2ccc(Cl)cn2)nnc1C1CC1 reads 0	2	98	-1	2	-0.3	0.1	-3	-3.8	2

Carrying on.
SMILES	MC4R antagonist	H9c2 protect	ABCB6 inh MLPCN	HTR2A ag	ABHD5 PLIN5 PPI	aDG glyco up	iPSC survival up	Exocytosis inh	MC4R ag barr	N-glyco inh
CC(C)c1ccccc1OCC(=O)NCC(c1cccs1)N1CCOCC1 (stereo not drawn)	10	-18	93	-5	-4	1.1	-0.4	-1	2.5	-3
COc1ccccc1N1CCN(C2=CC(=O)CCC2)CC1	1	-4	106	-4	21	-0.1	-1.3	4	-1.6	-1
COc1ccc(C)cc1NC(=O)CSc1nnnn1Cc1ccccc1	-2	-1	102	4	7	0.4	2.1	-1	2.6	-3
CCOC(=O)CCNCc1ccc(OC)c(OC)c1	11	17	97	5	2	0.1	6.4	-1	-1.0	2
O=C1CN(c2ccccc2)C(=S)N1C(=O)c1ccccc1	7	4	101	-8	-8	0.0	-0.2	-7	1.6	-1
O=C(Nc1ccc(F)cc1)C1CCCN(S(=O)(=O)c2cccc3cccnc23)C1 (stereo not drawn)	3	-8	101	1	-2	0.1	-1.7	-4	-0.9	0
O=C(CSc1nc2[nH]ncc2c(=O)n1-c1ccccc1Br)NCc1ccco1	3	2	103	-1	8	-0.1	-0.8	-2	-1.2	-1
COc1cc(SC)ccc1C(=O)NCCOc1ccccc1Cl	-8	-4	93	-5	-3	0.2	-2.5	-2	-0.2	-4
Cc1ccc(NC(=O)NNC(=O)Cn2nc(-c3ccccc3)c(-c3ccccc3)c(C#N)c2=O)cc1	-11	-15	101	0	-1	-0.2	2.7	6	-2.9	?
CCOC(=O)Cc1csc(NC(=O)c2cc(=O)c3ccccc3o2)n1	-2	-5	109	3	17	-0.2	-1.4	-2	1.4	-2
O=C(N/N=C/C=C/c1ccco1)C(O)c1ccccc1 (stereo not drawn)	-12	2	99	3	35*	-0.1	5.8	8	0.4	2
COc1ccc(NC(=O)Cn2cnc3sc(C)c(S(=O)(=O)N4CCN(C)CC4)c3c2=O)cc1OC	28	-2	99	0	-1	0.0	-4.5	8	-3.2	0
Cc1cccc(NC(=O)C2(c3ccccc3)CCOCC2)c1	-1	3	99	-3	6	0.0	2.6	1	-0.9	1
Cn1nc(CC(=O)NCCN2C(=O)CSC2=O)c2ccccc2c1=O	7	0	101	11	-4	0.0	-1.5	-5	0.0	5
COc1cc(C2/C(=C(\O)c3ccc4c(c3)CC(C)O4)C(=O)C(=O)N2CCCn2ccnc2)ccc1O (stereo not drawn)	8	-3	94	7	1	0.6	-2.1	8	-1.6	-1
Cn1cc(Cl)c(C(=O)N/N=C/c2ccc(OS(=O)(=O)c3ccccc3)cc2)n1	9	14	97	-7	-1	-0.2	5.4	4	-1.3	4
COc1cc2c(cc1OC)CN(S(=O)(=O)c1ccc3c(c1)OCCO3)CC2	1	2	100	-1	0	0.4	1.1	-6	-2.2	1
CN(CC(=O)Nc1cccc(F)c1)C(=O)c1ccc(N2CCCCC2)c([N+](=O)[O-])c1	-7	-19	100	-2	-3	1.4	0.0	-3	-4.8	0
CC1(C)CC(=O)/C(=C(\O)Cc2ccccc2)C(=NCCCCCC(=O)O)C1	7	2	101	0	2	-0.2	-0.9	11	2.6	1
COc1ccc(NC(=O)Nc2cccc3c2O[C@H](CN(C)S(=O)(=O)c2ccccc2)[C@@H](C)CN([C@H](C)CO)C3=O)cc1	6	11	93	-6	-1	0.2	-1.5	0	-0.8	1
CCC1(CC)Cc2ccccc2C(N)=C1C#N	-2	-12	109	-1	-7	-0.1	0.5	0	4.9	-2
COC(=O)[C@H]1Cc2c([nH]c3ccccc23)[C@H](c2ccccc2)N1	13	-3	98	12	-1	-0.1	-0.6	6	-1.1	1
Cc1cc(C(=O)CN2C(=O)C(=O)N(Cc3ccccc3)C2=O)c(C)n1-c1ccc2c(c1)OCCO2	5	-5	101	-1	7	0.2	0.8	1	-2.2	-10
COc1ccc(-c2[nH]ncc2C=O)cc1	5	-2	99	0	1	0.1	2.4	-6	2.1	0
CCN(CC)CCCNC(=O)c1ccc2c(Cl)c3c(nc2c1)CCCC3	-3	-6	86	-2	9	5.5	-3.3	5	-0.2	-10
COc1ccc(/C=C2\N=C(SC)N(C)C2=O)cc1	-11	2	95	-2	-1	0.0	-1.0	3	-0.5	2
COC(=O)c1sccc1NC(=O)Nc1cccc(Cl)c1Cl	4	-6	93	0	1	0.0	-0.2	-3	7.0	-1
COC(=O)c1ccccc1NC(=O)CN(c1cc(OC)ccc1OC)S(C)(=O)=O	10	6	99	-4	6	-0.1	-1.1	-2	-0.3	-1
CCOc1cc(/C=C2\SC(=O)N(c3ccc(O)cc3)C2=O)ccc1O	3	1	91	-7	5	-0.1	0.0	0	-1.0	1
CCOC(=O)C1CCN(CC(O)COc2ccc(S(=O)(=O)N3CCCC3)cc2[N+](=O)[O-])CC1 (stereo not drawn)	2	0	98	-4	5	-0.1	2.0	13	-4.2	-1
CC(C)=CCN1CCN(Cc2cn(C(C)C)c3ccccc23)CC1CCO (stereo not drawn)	0	-2	106	-1	-1	-0.3	-0.9	12	-0.5	0
